p47phox inh = p47phox (human) inhibition | P14598 | p47phox/p22phox peptide binding, fluorescence polarization, 2 h | inhibition, % at 24.7 µM | 220,000 tested, 0.53% active;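 active means inhibition above about 30%, limit read from the data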;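 further: 0% = p47phox with labelled peptide and 100% = labelled peptide alone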
RBBP9 inh = human RBBP9 hydrolase inhibition. O75884. recombinant RBBP9, FP-Rh probe fluorescence polarization. inhibition, % at 7.94 µM. 220,000 tested, 0.2% active;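 active means inhibition above the campaign mean of all tested compounds plus 3 SD, cut at about 14% in these data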;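 further: plate controls were DMSO wells with RBBP9 for no effect and wells lacking RBBP9 protein for full effect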
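Test system: recombinant human RBBP9; Timing: 30 min then 45 min, 25 °C; Detection: fluorescence polarization; Control set: RBBP9 with DMSO as uninhibited control, no-protein wells as full inhibition; Compound dosing: one concentration, 7.94 µM nominal, 0.794% DMSO; Probe or stimulus: FP-Rh activity-based probe, 375 nM before mixing.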
p97 inhibitor = human p97 ATPase inhibition | 220,000 tested, 0.42% active | AID 1481 | inhibition, % at 8 µM | recombinant p97 ATPase, Kinase-Glo ATP luminescence, 3 h; in the data active means inhibition above about 15%;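 further: 0% = DMSO vehicle and 100% = wells lacking enzyme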
Target sequence (P55072 whole entry, looked up): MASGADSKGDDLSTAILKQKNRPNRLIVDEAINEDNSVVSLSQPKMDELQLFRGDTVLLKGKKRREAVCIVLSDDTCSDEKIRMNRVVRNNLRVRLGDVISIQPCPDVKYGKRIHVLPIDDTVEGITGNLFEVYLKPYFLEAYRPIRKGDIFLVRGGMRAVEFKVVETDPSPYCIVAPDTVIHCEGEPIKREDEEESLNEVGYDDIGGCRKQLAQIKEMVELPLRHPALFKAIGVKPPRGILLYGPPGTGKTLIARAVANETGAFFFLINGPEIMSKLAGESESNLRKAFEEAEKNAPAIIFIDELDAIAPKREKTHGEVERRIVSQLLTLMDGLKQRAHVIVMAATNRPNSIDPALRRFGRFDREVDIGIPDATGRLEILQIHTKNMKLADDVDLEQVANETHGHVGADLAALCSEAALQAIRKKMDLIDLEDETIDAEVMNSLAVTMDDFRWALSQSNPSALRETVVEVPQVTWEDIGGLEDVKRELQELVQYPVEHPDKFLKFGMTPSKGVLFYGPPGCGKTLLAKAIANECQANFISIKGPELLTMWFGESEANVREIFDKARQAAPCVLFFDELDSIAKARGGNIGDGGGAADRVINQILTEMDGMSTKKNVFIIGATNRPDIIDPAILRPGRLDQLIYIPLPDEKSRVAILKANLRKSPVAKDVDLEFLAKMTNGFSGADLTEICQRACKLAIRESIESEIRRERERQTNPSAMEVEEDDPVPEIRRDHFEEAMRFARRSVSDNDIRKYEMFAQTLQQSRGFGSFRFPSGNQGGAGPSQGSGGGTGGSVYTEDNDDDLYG
Furin inh = inhibitors of human furin | P09958 | purified furin, fluorogenic substrate cleavage | inhibition, % at 30 µM | 220,000 tested, 0.061% active | AID 463115; in the data active means inhibition above about 25%; further: inactives centre near -15
Tb hexokinase = T. brucei hexokinase 1 inhibition | 220,000 tested, 0.11% active | AID 1430 | recombinant TbHK1, G6PDH-coupled NADH A340 | inhibition, % at 10 µM;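 active means inhibition of 50% or more in the single-dose primary screen; inactive means inhibition below 50%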
m-calpain inh = blocks pig calpain II enzyme activity. purified calpain II, fluorogenic peptide substrate, 30 min. inhibition, % at 16 µM. 220,000 tested, 0.37% active;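 active means inhibition above about 50%, limit read from the data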
EBV gp42 inh = inhibitors of Epstein-Barr virus glycoprotein 42. Q1HVG2. Fluorescence polarization binding assay, mP read-out. inhibition, % (tested at 21.74 µM). 220,000 tested, 0.42% active. AID 1085; in the data active means inhibition above about 50%
Target sequence (Q1HVG2 whole entry, looked up): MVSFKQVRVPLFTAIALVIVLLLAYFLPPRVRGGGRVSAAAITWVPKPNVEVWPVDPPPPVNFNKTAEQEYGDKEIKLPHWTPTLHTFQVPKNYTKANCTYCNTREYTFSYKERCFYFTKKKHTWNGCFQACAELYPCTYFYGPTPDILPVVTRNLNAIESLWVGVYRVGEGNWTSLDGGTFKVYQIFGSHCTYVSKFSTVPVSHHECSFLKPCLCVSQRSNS
Runt-SMMHC FRET = Runt domain-CBFb-SMMHC interaction inhibition; Q01196+Q13951; Cerulean-Runt/Venus-CBFb-SMMHC FRET ratio 530/480, 1 h; inhibition, % at 20 µM; 220,000 tested, 0.74% active;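 active means mean inhibition across duplicate retests at 20 µM reaching about 50%, limit read from the data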;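 further: 0% = DMSO wells and 100% = wells with excess untagged CBFb-SMMHC; inhibitors lower the FRET ratio by blocking Runt binding to CBFb-SMMHC; some results filed as inactive read as strong as hits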
Runt-CBFb FRET = inhibitors of human RUNX1 Runt domain binding to CBFb | 220,000 tested, 0.46% active | Cerulean-Runt/Venus-CBFb FRET ratio 530/480, 1 h | inhibition, % at 20 µM | AID 1496;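 active means inhibition over about 50% at 20 µM in the single-dose screen, limit read from the data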;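 further: 0% = DMSO wells and 100% = excess unlabeled CBFb competitor control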
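test system = Cerulean-tagged RUNX1 Runt domain (FRET donor) fusion protein | reagent = Venus-CBFb binding partner, 100 nM | incubation = protein complex preformed 1 h, compound exposure 1 h, room temperature, dark | detection = FRET fluorescence | read-out basis = loss of energy transfer signal | controls = 5 µM unlabeled CBFb as full-inhibition high control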
The depositor's hits bear a star; [ ] = remark or other dose.

The opening 5 entries, ahead of the listing:
How did O=C(Cn1cc(C(=O)C2CCCCC2)c2ccccc21)NCC1CCCO1 (stereo not given) do in these assays?
p47phox inh: -14; RBBP9 inh: -5; p97 inhibitor: 2; Furin inh: -30; Tb hexokinase: 2; m-calpain inh: -13; EBV gp42 inh: -11; Runt-SMMHC FRET: 0; Runt-CBFb FRET: 2

Results for O=C1OC(Oc2ccccc2)(c2ccccc2)c2ccccc21 (stereo not given) ?
p47phox inh: 2; RBBP9 inh: -6; p97 inhibitor: 2; Furin inh: -16[20 µM]; Tb hexokinase: 5; m-calpain inh: -1; EBV gp42 inh: -12; Runt-SMMHC FRET: -2; Runt-CBFb FRET: -1

How did CCC(=O)Nc1ccccc1-c1nnn(CC(=O)N2c3ccccc3CC2C)n1 (stereo not given) do in these assays?
p47phox inh: -4; RBBP9 inh: -4; p97 inhibitor: 0; Furin inh: -7[20 µM]; Tb hexokinase: -6; m-calpain inh: 9; EBV gp42 inh: -17; Runt-SMMHC FRET: 1; Runt-CBFb FRET: 0

How did NNc1nc2c(Cl)ccc(Cl)c2s1 do in these assays?
p47phox inh: 1; RBBP9 inh: -9; p97 inhibitor: -1; Furin inh: 2; Tb hexokinase: 22; m-calpain inh: -13; EBV gp42 inh: 1; Runt-SMMHC FRET: 0; Runt-CBFb FRET: 0

Results for CCCNC(=O)c1ccc2c(=O)n3c(-c4ccc(C)cc4)csc3nc2c1 ?
p47phox inh: -12; Furin inh: -15; Tb hexokinase: -8; m-calpain inh: -79; EBV gp42 inh: -21; Runt-SMMHC FRET: 1; Runt-CBFb FRET: 4

This part in full, from the first entry:
How did O=C(Cn1cc(C(=O)C2CCCCC2)c2ccccc21)NCC1CCCO1 (stereo not given) do in these assays?
p47phox inh: -14; RBBP9 inh: -5; p97 inhibitor: 2; Furin inh: -30; Tb hexokinase: 2; m-calpain inh: -13; EBV gp42 inh: -11; Runt-SMMHC FRET: 0; Runt-CBFb FRET: 2

Results for O=C1OC(Oc2ccccc2)(c2ccccc2)c2ccccc21 (stereo not given) ?
p47phox inh: 2; RBBP9 inh: -6; p97 inhibitor: 2; Furin inh: -16[20 µM]; Tb hexokinase: 5; m-calpain inh: -1; EBV gp42 inh: -12; Runt-SMMHC FRET: -2; Runt-CBFb FRET: -1

How did CCC(=O)Nc1ccccc1-c1nnn(CC(=O)N2c3ccccc3CC2C)n1 (stereo not given) do in these assays?
p47phox inh: -4; RBBP9 inh: -4; p97 inhibitor: 0; Furin inh: -7[20 µM]; Tb hexokinase: -6; m-calpain inh: 9; EBV gp42 inh: -17; Runt-SMMHC FRET: 1; Runt-CBFb FRET: 0

How did NNc1nc2c(Cl)ccc(Cl)c2s1 do in these assays?
p47phox inh: 1; RBBP9 inh: -9; p97 inhibitor: -1; Furin inh: 2; Tb hexokinase: 22; m-calpain inh: -13; EBV gp42 inh: 1; Runt-SMMHC FRET: 0; Runt-CBFb FRET: 0

Results for CCCNC(=O)c1ccc2c(=O)n3c(-c4ccc(C)cc4)csc3nc2c1 ?
p47phox inh: -12; Furin inh: -15; Tb hexokinase: -8; m-calpain inh: -79; EBV gp42 inh: -21; Runt-SMMHC FRET: 1; Runt-CBFb FRET: 4

How did COCC(C)NC(=O)CCSc1nc(-c2ccc(OC)cc2)cc(C(F)(F)F)n1 (stereo not given) do in these assays?
p47phox inh: -3; RBBP9 inh: -7; p97 inhibitor: -3; Furin inh: 1[20 µM]; Tb hexokinase: -23; m-calpain inh: -106; EBV gp42 inh: -22; Runt-SMMHC FRET: -8; Runt-CBFb FRET: -4

Results for COC/C=C/C1=CC2=CC(=O)C(C)(OC(=O)CCC(=O)OC)C(=O)C2=CO1 (stereo not given) ?
p47phox inh: -56; Furin inh: -39; Tb hexokinase: -27; m-calpain inh: -94; EBV gp42 inh: 30; Runt-SMMHC FRET: -64; Runt-CBFb FRET: -19

What do the screens show for `CCCCOC(=O)c1ccc(S(N)(=O)=O)o1`?
p47phox inh: -14; RBBP9 inh: 4; p97 inhibitor: 8; Furin inh: -22; Tb hexokinase: 31; m-calpain inh: -2; EBV gp42 inh: -9; Runt-SMMHC FRET: 2; Runt-CBFb FRET: -1

How did O=C(NCc1ccccn1)c1ccc(COc2ccc(Cl)cc2)o1 do in these assays?
p47phox inh: -4; RBBP9 inh: -3; p97 inhibitor: 2; Furin inh: -26[20 µM]; Tb hexokinase: 1; m-calpain inh: -10; EBV gp42 inh: -5; Runt-SMMHC FRET: 0; Runt-CBFb FRET: 3

How did C/C(=N\O)C(C)(C)Nc1cccc(F)c1 do in these assays?
p47phox inh: -6; RBBP9 inh: -6; p97 inhibitor: 11; Furin inh: -18; Tb hexokinase: -8; m-calpain inh: -7; EBV gp42 inh: -16; Runt-SMMHC FRET: -1; Runt-CBFb FRET: 1

Results for CC(C)c1ccc(-c2c(C#N)c(N)nc3c2CCCCC3)cc1 ?
p47phox inh: -17; RBBP9 inh: -11; p97 inhibitor: -4; Furin inh: -15[20 µM]; Tb hexokinase: 0; m-calpain inh: -21; EBV gp42 inh: -36; Runt-SMMHC FRET: -3; Runt-CBFb FRET: -3

Results for CCN1CCN(C(=S)Nc2cccc(Cl)c2)CC1 ?
p47phox inh: -12; RBBP9 inh: 2; p97 inhibitor: 2; Furin inh: -17; Tb hexokinase: -1; m-calpain inh: -14; EBV gp42 inh: -7; Runt-SMMHC FRET: 1; Runt-CBFb FRET: 2

What do the screens show for `O=C1C2C3C=CC(C4CC34)C2C(=O)N1c1nccs1` (stereo not given)?
p47phox inh: -3; RBBP9 inh: 2; p97 inhibitor: 6; Furin inh: -21; Tb hexokinase: 3; m-calpain inh: -1; EBV gp42 inh: -25; Runt-SMMHC FRET: 0; Runt-CBFb FRET: -1

Results for CCSc1nnc(CNc2ccc(F)cc2)n1CC1CCCO1 (stereo not given) ?
p47phox inh: -6; RBBP9 inh: -12; p97 inhibitor: 4; Furin inh: -33; Tb hexokinase: 5; m-calpain inh: -21; EBV gp42 inh: -9; Runt-SMMHC FRET: 3; Runt-CBFb FRET: 1

Results for CCc1nc2ccccc2n1Cc1ccc(OC)c(OC)c1 ?
p47phox inh: 0; RBBP9 inh: 1; p97 inhibitor: -2; Furin inh: -5[20 µM]; Tb hexokinase: 7; m-calpain inh: 7; EBV gp42 inh: 2; Runt-SMMHC FRET: 3; Runt-CBFb FRET: -2

What do the screens show for `NC(=O)CSc1nnc(-c2cc(-c3ccc(Cl)cc3)nc3ccccc23)o1`?
p47phox inh: 0; RBBP9 inh: 3; p97 inhibitor: 7; Furin inh: -14; Tb hexokinase: -24; m-calpain inh: -37; EBV gp42 inh: -20; Runt-SMMHC FRET: -4; Runt-CBFb FRET: -4

Results for O=C(Nc1sc2c(c1C(=O)N1CCOCC1)CCCCC2)c1cccnc1 ?
p47phox inh: -10; RBBP9 inh: -1; p97 inhibitor: 2; Furin inh: -5; Tb hexokinase: -5; m-calpain inh: 7; EBV gp42 inh: -12; Runt-SMMHC FRET: 0; Runt-CBFb FRET: 2

How did COc1ccc(N2CCN(c3ncnc4nc[nH]c34)CC2)cc1 do in these assays?
p47phox inh: 4; RBBP9 inh: 2; p97 inhibitor: -3; Furin inh: -22; Tb hexokinase: 0; m-calpain inh: -37; EBV gp42 inh: -4; Runt-SMMHC FRET: 1; Runt-CBFb FRET: 2

What do the screens show for `O=C(C[n+]1cc(-c2ccc(Cl)cc2)n2c1CCCCC2)c1ccccc1`?
p47phox inh: -14; RBBP9 inh: 3; p97 inhibitor: 8; Furin inh: -21; Tb hexokinase: 6; m-calpain inh: -8; EBV gp42 inh: -12; Runt-SMMHC FRET: -3; Runt-CBFb FRET: 1

What do the screens show for `CN(C)CCNc1ncnc2c1sc1nc(N3CCCC3)c3c(c12)CC(C)(C)OC3`?
p47phox inh: -14; RBBP9 inh: -10; p97 inhibitor: -3; Furin inh: -1; Tb hexokinase: -73; m-calpain inh: -12; EBV gp42 inh: -5; Runt-SMMHC FRET: 3; Runt-CBFb FRET: 2

How did Cc1cc2c(cc1C)CSC(c1ccccc1O)SC2 do in these assays?
p47phox inh: -10; RBBP9 inh: -9; p97 inhibitor: 2; Furin inh: -13[20 µM]; Tb hexokinase: 2; m-calpain inh: -6; EBV gp42 inh: -4; Runt-SMMHC FRET: -2; Runt-CBFb FRET: -1

How did Cc1cccc(NC(=S)NNC(=O)CCn2nc(C)c([N+](=O)[O-])c2C)c1 do in these assays?
p47phox inh: -14; RBBP9 inh: 6; p97 inhibitor: 0; Furin inh: -21[20 µM]; Tb hexokinase: -3; m-calpain inh: -18; EBV gp42 inh: -15; Runt-SMMHC FRET: 1; Runt-CBFb FRET: 2

Results for COc1cccc(NC(=S)N(CCN(C)C)C(C)c2ccncc2)c1 (stereo not given) ?
p47phox inh: -6; RBBP9 inh: -6; p97 inhibitor: -1; Furin inh: -19; Tb hexokinase: -8; m-calpain inh: -8; EBV gp42 inh: 10; Runt-SMMHC FRET: 1; Runt-CBFb FRET: 0

What do the screens show for `Cc1ccc(-n2cc(CNC(C)c3cnn(C)c3C)c(-c3ccc(F)cc3)n2)cc1` (stereo not given)?
p47phox inh: -7; RBBP9 inh: 0; p97 inhibitor: -1; Furin inh: -35; Tb hexokinase: -4; m-calpain inh: 17; EBV gp42 inh: -12; Runt-SMMHC FRET: 1; Runt-CBFb FRET: -1

How did NS(=O)(=O)c1ccc(CCNC(=O)CCCn2c(SCC(=O)N3CCCC3)nc3ccsc3c2=O)cc1 do in these assays?
p47phox inh: -4; RBBP9 inh: -4; p97 inhibitor: 0; Furin inh: -14; Tb hexokinase: -1; m-calpain inh: -21; EBV gp42 inh: -20; Runt-SMMHC FRET: -2; Runt-CBFb FRET: -1

Results for O=C(O)c1ccc(-c2ccccc2C(F)(F)F)o1 ?
p47phox inh: -24; RBBP9 inh: -2; p97 inhibitor: 3; Furin inh: -29; Tb hexokinase: 0; m-calpain inh: -11; EBV gp42 inh: -8; Runt-SMMHC FRET: -2; Runt-CBFb FRET: 1

How did Cc1cc(/C=C2\C(=N)N3N=C(CC(=O)N4CCOCC4)SC3=NC2=O)c(C)n1Cc1ccccc1 do in these assays?
p47phox inh: -14; RBBP9 inh: -4; p97 inhibitor: -2; Furin inh: -18; Tb hexokinase: -37; m-calpain inh: -121; EBV gp42 inh: -13; Runt-SMMHC FRET: 0; Runt-CBFb FRET: -1

How did CC1(C)C2CCC1(CS(=O)(=O)N1CCCc3ccccc31)C(=O)C2 (stereo not given) do in these assays?
p47phox inh: -15; RBBP9 inh: 3; p97 inhibitor: 0; Furin inh: -13[20 µM]; Tb hexokinase: 5; m-calpain inh: 2; EBV gp42 inh: -13; Runt-SMMHC FRET: 2; Runt-CBFb FRET: 1

Results for O=C(NCc1cccnc1)C1c2ccccc2C(=O)N1C1CCCCCC1 (stereo not given) ?
p47phox inh: -20; RBBP9 inh: -12; p97 inhibitor: 4; Furin inh: -17; Tb hexokinase: -5; m-calpain inh: 6; EBV gp42 inh: -12; Runt-SMMHC FRET: 3; Runt-CBFb FRET: -1

Compound activity from PubChem.

This is a random part of the collection. About 2.7% of those tested had a hit in this group.
